Assay outcomes (PubChem)
NPR2 activator = GC-B (human) receptor activation; HEK293-GC-B cells, CNP EC30, cGMP TR-FRET; 0% at EC30 CNP, 100% saturating CNP; activation, % at 10 µM; 370,000 tested, 0.11% active;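 active means activation at 10 µM reaching about 35% in either raw or pattern-adjusted values, limit read from the data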
rCAG binder = binds r(CAG) RNA repeats | r(CAG) RNA repeat, TO-PRO-1 dye displacement fluorescence | inhibition, % at 3 µM | 370,000 tested, 1.3% active | AID 651821;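 active means inhibition above the plate cutoff, the mean of all test compounds on that plate plus 3 SD, cut at about 35% in these data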;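 further: 0% = DMSO alone and 100% = 100 µM mitoxantrone as full dye displacement; higher means more dye released from RNA so lower well fluorescence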
GC-A act = GC-A (human) enzyme activation; 370,000 tested, 0.14% active; HEK293 GC-A cells, cGMP TR-FRET, EC30 ANP; 0% at EC30 ANP, 100% saturating ANP; activation, % at 10 µM; in the data active means activation above about 40%
ARFGAP1 inh = inhibits rat ARF GTPase activating protein 1 | Q62848 | Arfgap1-stimulated ARF1 GTP hydrolysis, GDP FP detection | inhibition, % at 16.5 µM | 360,000 tested, 0.26% active;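 active means inhibition above a per-plate limit, mean inhibition of low control wells plus 3 SD, cut at about 25% in these data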;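 further: 0% = DMSO wells with enzyme and 100% = wells lacking Arfgap1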
Target sequence (Q62848 1-136 limits assumed): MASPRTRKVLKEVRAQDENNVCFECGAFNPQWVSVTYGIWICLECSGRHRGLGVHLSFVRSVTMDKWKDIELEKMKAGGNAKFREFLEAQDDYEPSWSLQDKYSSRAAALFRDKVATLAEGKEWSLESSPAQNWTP
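Assay system: purified rat His6-Arfgap1 residues 1-136 (GAP domain); Reagent: human Δ17 ARF1 bound to GTP; Dosing: 16.5 µM single point, 1.26% DMSO; Times: GTP hydrolysis reaction 2 h at 25 °C; Signal: FP, GDP Alexa 633 tracer displaced from anti-GDP antibody, 620/688 nm; Measure: % inhibition from polarization.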
ABHD4 inh = inhibitors of mouse ABHD4. inhibition, % at 8.92 µM. 370,000 tested, 0.54% active. Q8VD66. purified mABHD4, FP-Rh probe fluorescence polarization;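 active means inhibition exceeding the mean over every tested compound plus 3 SD, cut at about 30% in these data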;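 further: 0% = plate median of compound wells and 100% = S159A mutant with DMSO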
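Test system: mABHD4 protein | Buffer or medium: HEPES pH 7.0 buffer, 150 mM NaCl, 0.01% Pluronic F-127 | Probe or stimulus: FP-Rh fluorescent activity-based probe, added after compound pre-incubation | Timing: Pre-incubation 45 min, probe exposure 60 min, at 25 °C | Technique: Fluorescence polarization, excitation 525 nm, emission 598 nm, BODIPY TMR filters | Repeats: Single well per compound (singlicate)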
NR1D1 modulator = modulators of human Rev-erb alpha DNA binding; P20393; Rev-erbα–FITC-DNA binding, fluorescence polarization, 90 min; activity, % at 10 µM; 370,000 tested, 0.79% active; AID 1259318;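 active means activity above about 14%, limit read from the data; passing the limit was not always enough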;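 further: 0% = DMSO wells with 35 nM protein and 100% = DMSO wells with 750 nM protein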
SMARCA2 activ = increases SMARCA2 function in MMTV reporter cells; MG213 cells, MMTV-luciferase reporter, dexamethasone, overnight; activation, % at 9.1 µM; 370,000 tested, 1% active; AID 652017; in the data active means activation above about 7.8%;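 further: 0% = vehicle wells and 100% = reference activator wells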
PG9 Ab binder = PG9 antibody binding by small molecule. 360,000 tested, 0.43% active. TR-FRET gp120-PG9 antibody binding. AID 624416. inhibition, % at 6.7 µM; in the data active means inhibition above about 8.5%
ASAP1 GAP inh = inhibitors of human ASAP1 ArfGAP activity | ASAP1-stimulated ARF1 GTP hydrolysis, GDP FP detection | 360,000 tested, 0.19% active | inhibition, % at 16.5 µM | AID 624377 | Q9ULH1; in the data active means inhibition above about 25%;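 further: 0% = vehicle with enzyme and substrate and 100% = no enzyme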
Target sequence (Q9ULH1 325-724 limits assumed): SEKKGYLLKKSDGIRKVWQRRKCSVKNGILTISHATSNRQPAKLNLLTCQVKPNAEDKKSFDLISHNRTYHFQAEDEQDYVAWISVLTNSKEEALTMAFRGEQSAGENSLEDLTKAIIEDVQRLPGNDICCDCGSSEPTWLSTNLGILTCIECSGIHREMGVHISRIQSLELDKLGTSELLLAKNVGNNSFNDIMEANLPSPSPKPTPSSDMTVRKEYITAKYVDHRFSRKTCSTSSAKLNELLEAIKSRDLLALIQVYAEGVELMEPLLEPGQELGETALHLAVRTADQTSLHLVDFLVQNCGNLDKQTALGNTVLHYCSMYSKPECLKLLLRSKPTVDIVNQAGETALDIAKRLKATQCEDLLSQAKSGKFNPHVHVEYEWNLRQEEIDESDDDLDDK
HTRA1 inhibitor = blocks human HTRA1 serine peptidase. recombinant HTRA1, FP-rhodamine activity-based probe, fluorescence polarization. inhibition, % at 5.96 µM. 340,000 tested, 0.5% active. AID 504803; in the data active means inhibition above about 36%;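 further: 0% = enzyme with DMSO and 100% = wells lacking enzyme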
Target sequence (Q92743 whole entry, looked up): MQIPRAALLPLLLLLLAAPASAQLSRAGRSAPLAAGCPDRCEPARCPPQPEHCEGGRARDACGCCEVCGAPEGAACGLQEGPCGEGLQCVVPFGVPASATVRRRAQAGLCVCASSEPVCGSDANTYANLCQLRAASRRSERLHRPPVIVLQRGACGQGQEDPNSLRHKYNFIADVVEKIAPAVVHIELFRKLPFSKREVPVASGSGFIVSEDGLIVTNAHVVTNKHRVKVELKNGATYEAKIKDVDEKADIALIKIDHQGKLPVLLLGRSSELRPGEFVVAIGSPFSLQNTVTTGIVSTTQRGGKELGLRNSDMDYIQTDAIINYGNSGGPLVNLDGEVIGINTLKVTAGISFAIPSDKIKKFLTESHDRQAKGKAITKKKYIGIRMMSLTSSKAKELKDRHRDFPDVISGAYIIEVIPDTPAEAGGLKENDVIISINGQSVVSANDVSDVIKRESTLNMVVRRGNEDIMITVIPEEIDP
* = called active by the depositor; nt = no result given; & = joins results of further samples. The order is random; about 4.4% have a hit in one of these screens.

SMILES	NPR2 activator	rCAG binder	GC-A act	ARFGAP1 inh	ABHD4 inh	NR1D1 modulator	SMARCA2 activ	PG9 Ab binder	ASAP1 GAP inh	HTRA1 inhibitor
COc1ccc2c(c1)CNC2CS(=O)(=O)NCCc1ccccc1 (stereo unspecified)	-2	10	-3	nt	-2	5	-1	nt	nt	nt
NC(=O)C1CCN(C(=O)c2cc(Cl)c3c(c2)OCCO3)CC1	3	2	-2	-4	0	0	-3	-0.2	9	-1
COc1ccc(N2CCN(C(=O)c3cccc(NC(=O)c4ccco4)c3)CC2)cc1	-1	-8	-3	-7	3	1	0	-0.9	3	-2
CC(C)Oc1ccc(C2c3c(oc4ccccc4c3=O)C(=O)N2CCCN2CCOCC2)cc1 (stereo unspecified)	4	9	5	9	11	2	0	2.5	-1	-5
CCC(C(=O)Nc1cccc(C(=O)O)c1C)c1ccccc1 (stereo unspecified)	0	1	-5	-5	-8	2	-1	2.9	-4	-2
CNCCCOc1ccc(C)cc1Br	-7	-1	-4	5	-10	2	-2	-0.8	-5	-4
CC(C)CC(c1nnnn1Cc1ccc(F)cc1)N1CCC(C(N)=O)CC1 (stereo unspecified)	-1	-7	2	-4	0	2	-1	-1.2	2	1
O=C(Cc1cccc(NC(=O)C2CCCN(C(=O)C3CC3)C2)c1)Nc1cccc(C(=O)N2CCCCC2)c1 (stereo unspecified)	4	6	3	0	-8	-5	-3	2.2	3	10
Cc1ccccc1NC(=O)Nc1nnc(Cc2ccc([N+](=O)[O-])cc2)s1	2	4	-4	8	3	-2	-1	0.0	1	-5
Cc1ccc(C(=O)N/C(=C/c2cccc([N+](=O)[O-])c2)C(=O)NCC2CCCO2)cc1 (stereo unspecified)	1	-3	-2	6	-2	3	-4	-0.4	0	4
CCN(CC)CCNC(=O)c1ccc(NC(=O)C2CC(=O)N(CCc3ccc(OC)c(OC)c3)C2)cc1 (stereo unspecified)	9	-2	-2	10	5	-12	-2	0.6	6	2
CCN1CCN(CC(O)COc2ccc(C)c(C)c2)CC1 (stereo unspecified)	2&2	3&3	-2&1	1&-14	5&-10	5&-3	-1&-2	0.7&1.5	8&-2	0&2
CCC(CC(C)(C)O)C(=O)NNC(=S)Nc1ccccc1 (stereo unspecified)	-3	-1	1	-1	-3	-2	0	-0.5	4	6
CC1(C)C([N+](=O)[O-])C(c2ccccc2O)NC(c2ccccc2O)C1[N+](=O)[O-] (stereo unspecified)	-2	9	-3	3	-15	-1	-4	0.6	-1	-28
O=C(NNC(=S)Nc1ccccc1)c1ccccc1[N+](=O)[O-]	2	3	2	-3	2	5	6	-0.1	-1	1
CC(C)C(=O)N(Cc1ccc2c(c1)OCO2)Cc1ccccn1	-4	-2	1	0	5	1	1	0.3	10	-5
Cc1c(C(=O)OCC(=O)NCc2ccco2)cccc1[N+](=O)[O-]	2	6	1	-7	7	-2	1	-0.9	-3	2
Cc1ccc(C(=O)CCC(=O)OCC(=O)NNC(=O)c2ccccc2Cl)cc1	-2	1	4	5	2	-6	-4	0.3	-5	-1
CCCn1c(N)c(N(CCOC)C(=O)c2ccc(Cl)c([N+](=O)[O-])c2)c(=O)[nH]c1=O	0	-1	6	-2	7	0	-1	-1.0	3	0
CCC(C)(C)NC(=O)C(c1ccc(C)cc1)N(CC1CCCO1)C(=O)c1csnn1 (stereo unspecified)	0	-6	4	-2	3	-2	-2	-1.3	-13	-7
Cc1ccccc1C(=O)Nc1ccccc1NC(=O)c1ccccc1Br	1	-5	-3	3	3	-3	0	-1.5	-2	-7
O=C(Nc1ccc(S(=O)(=O)NCC2CCCO2)cc1)c1cnccn1 (stereo unspecified)	-2	0	-4	-9	-5	3	-5	0.3	-6	10
COc1ccc(NC(=O)C(C)Sc2ccccc2)cc1 (stereo unspecified)	-4	0	-2	-2	0	0	5	-0.7	9	4
Cc1nc(C)c(Oc2cccc(C(F)(F)F)c2)c(=O)[nH]1	1	0	-1	5	-4	-4	-1	-1.1	-9	-3
COc1ccc(-c2nonc2NC(=O)c2oc3ccc(F)cc3c2C)cc1OC	-5	1	-3	11	-2	1	2	-1.0	-1	-4
CC1=C(C(N)=O)S(=O)(=O)c2ccccc21	8	-1	2	10	3	-4	-1	-1.6	3	6
O=C(Nc1cccc(F)c1)C1CCCCC1	0	4	-4	2	6	-10	-1	-0.3	6	-3
C/C(=N\NC(=O)C(=O)Nc1ccc(C)cc1)c1ccncc1	3	-2	1	-2	4	4	-3	-0.4	13	0
CC1CCCCN1Cc1nc2c(c(=O)n(C)c(=O)n2C)n1CCc1ccccc1 (stereo unspecified)	2	-9	0	-3	0	1	-1	0.9	11	0
O=C(c1ccco1)N1CCN(S(=O)(=O)c2ccc(Cl)s2)CC1	1	-3	3	8	-3	4	-3	-0.6	-10	7
Cc1cc(C)n(-c2nc3ccccc3c(=O)n2OCC(N)=O)n1	5	-1	1	3	-4	0	-3	-1.5	-13	15
CCOc1ccc(OCC)c(NC(=O)c2ccc(CNc3c(N4CCOCC4)c(=O)c3=O)cc2)c1	0	3	-3	11	6	7	1	1.1	5	3
CN(NS(=O)(=O)c1ccc(Br)cc1)c1nc(C(F)(F)F)nc2ccccc12	2	3	2	12	8	-1	-4	-1.0	7	5
C[C@@H](N)C(=O)Nc1ccc(Cl)cc1C(=O)c1ccc[nH]1	-5	nt	3	nt	0	-1	nt	nt	nt	nt
O=C(NCCS(=O)(=O)N1CCN(c2ccccc2F)CC1)c1ccc(Cl)cc1	1	-3	-3	1	1	-2	0	-1.9	-2	-3
Cc1cc(C(=O)OCC(=O)Nc2cccc(S(=O)(=O)N(C)C)c2)c(C)o1	3	0	-1	6	1	-6	-3	-0.5	0	-4
O=C1NC[C@H](Cc2ccccc2)N(CC2CCN(CCCC3CCCC3)CC2)C1=O	3	-3	4	-2	6	-3	4	-2.3	-2	5
CCCCn1c(CCC(=O)O)nc2cc(S(=O)(=O)N(C)C)ccc21	3	1	0	2	5	-4	1	-0.7	0	2
O=C(N/C(=C\c1ccco1)C(=O)N1CCOCC1)c1ccco1	4	0	2	11	3	6	3	-2.2	1	1
Cc1cc2cc(CNC(=O)Nc3ccccc3)ccc2[nH]1	-1	11	2	3	-2	-4	2	-0.2	5	14
Cc1ccsc1C(=O)NC1CCCN(Cc2ccc(Cl)cc2)C1 (stereo unspecified)	1	-7	-4	8	-4	-2	-4	0.3	5	-2
O=C(Nc1ccccc1)N1CCn2c1nc1ccccc12	-9	0	-2	-3	-11	-2	0	1.5	-5	-13
O=C(C(Cc1ccccc1)n1cccc1)N1CCCCC1 (stereo unspecified)	1	0	0	8	2	0	-3	-0.2	-7	3
COC(=O)c1[nH]c(C)c(/C(O)=C2\C(=O)C(=O)N(CCN(C)C)C2c2ccco2)c1C (stereo unspecified)	-1	nt	-1	nt	nt	1	nt	nt	nt	-7
CC(C)(C)C1=C[C@@H](CO)C[C@@H](CO)C1	7	3	1	-1	1	-1	1	-1.6	-15	-6
Cc1cc(S(=O)(=O)NC2CCCC2)ccc1F	1	1	-1	-13	2	-4	3	-2.1	6	6
CC1=Nc2ccc(C)cc2/C1=C/c1c(N)n2c(S(=O)(=O)C(C)C)nsc2nc1=O	-5	80*	0	10	-4	-8	1	-2.1	5	-48
COc1ccc(-c2cc(NC(=O)Cc3c[nH]c4ccccc34)ccc2Nc2cccnc2)cc1F	1	13	6	15	29	2	-3	-0.5	14	nt
COc1ccc2c(c1)-c1c(ssc1=S)C(C)(C)N2	-12	5	2	1	23	10	-4	-3.0	2	38*
C=CCn1cccc(C(=O)Nc2ccc(SC)cc2)c1=O	-4	2	4	7	-1	1	2	-1.9	-4	4
Cc1ccccc1N(C(=O)Cn1nnc(-c2cccs2)n1)C(C(=O)NCCC(C)C)c1ccco1 (stereo unspecified)	0	0	-7	-4	-3	-2	-2	-0.3	5	-35
Cc1ccccc1NC(=O)CSc1cn[nH]n1	2	6	5	2	-4	5	-3	0.1	-4	-14
CCCn1c(SCC(=O)NCCc2ccccc2)nnc1-c1cccnc1	0	-5	4	2	4	1	-2	-0.7	7	2
Nc1nc(-c2ccc(Cl)cc2)nc(-c2ccc(Cl)cc2)n1	-3	2	7	5	-8	10	-1	-2.1	-12	1
O=C(O)CC(NC(=O)Cc1ccc(Cl)cc1)c1ccco1 (stereo unspecified)	0	1	3	0	-8	-2	4	-0.9	0	nt
CCOc1cc2[nH]c(=O)n(CCCN3CCCC3=O)c(=O)c2cc1OCC	-4	-9	5	-8	2	2	-3	0.9	-19	-1
CC1=C(C(=O)Nc2ccccc2)C(c2coc3ccccc3c2=O)C2=C(CCCC2=O)N1 (stereo unspecified)	-5	1	-10	13	0	-1	0	-1.2	4	-8
CCCC(=O)NC(=S)Nc1ccccc1C(F)(F)F	-1	-4	2	-7	4	-3	-2	0.6	7	6
CC(C)Oc1ccc(/C(O)=C2/C(=O)C(=O)N(CCN(C)C)C2c2cccs2)cc1 (stereo unspecified)	7	4	2	0	-1	20	3	-0.5	10	-1
ClC1(Cl)CC1CSc1nnc(-c2ccncc2)o1 (stereo unspecified)	0	-3	2	-7	-2	-2	1	-1.7	-9	6
The listing continues:
SMILES	NPR2 activator	rCAG binder	GC-A act	ARFGAP1 inh	ABHD4 inh	NR1D1 modulator	SMARCA2 activ	PG9 Ab binder	ASAP1 GAP inh	HTRA1 inhibitor
Cn1nccc1C(=O)Oc1ccc(/C=N/NC(=O)c2ccccc2O)cc1	0	4	-1	-3	-1	-4	5	-0.6	8	3
CCOCCCNc1nc(=S)[nH]c2cc(OC)c(OC)cc12	-8	-4	5	10	12	3	-3	1.8	-2	0
COc1cc(C(=O)NCCN2CCOCC2)cc(OC)c1OC	5	-3	3	3	-2	-4	0	0.3	-11	-1
O=C(Nc1ccc(-c2n[nH]c(=S)o2)cc1)c1ccccc1	-5	8	-1	-3	4	-1	-3	2.7	12	2
CC(=O)N1CCN(c2ccccc2NC(=O)COc2ccc(Br)cc2)CC1	-6	-5	-17	-14	-1	-1	-1	0.0	4	-5
O=C(c1ccccc1)N1CCSc2sccc2C1=O	0	-1	3	0	2	3	3	0.3	-4	-2

Profiles as entered above.
Shown for COc1cc(C(=O)NCCN2CCOCC2)cc(OC)c1OC : NPR2 activator = 5; rCAG binder = -3; GC-A act = 3; ARFGAP1 inh = 3; ABHD4 inh = -2; NR1D1 modulator = -4; SMARCA2 activ = 0; PG9 Ab binder = 0.3; ASAP1 GAP inh = -11; HTRA1 inhibitor = -1
Shown for CC(=O)N1CCN(c2ccccc2NC(=O)COc2ccc(Br)cc2)CC1 : NPR2 activator = -6; rCAG binder = -5; GC-A act = -17; ARFGAP1 inh = -14; ABHD4 inh = -1; NR1D1 modulator = -1; SMARCA2 activ = -1; PG9 Ab binder = 0.0; ASAP1 GAP inh = 4; HTRA1 inhibitor = -5

Marked active in HTRA1 inhibitor (from the list above):
Compound	NPR2 activator	GC-A act	ARFGAP1 inh	ABHD4 inh	NR1D1 modulator	SMARCA2 activ	PG9 Ab binder	ASAP1 GAP inh	HTRA1 inhibitor
COc1ccc2c(c1)-c1c(ssc1=S)C(C)(C)N2	-12	2	1	23	10	-4	-3.0	2	38*
